From PubChem BioAssay
ADAM17 inh: inhibits human ADAM17; inhibition, % at 6.95 µM; P78536; recombinant ADAM17, EDANS/DABCYL FRET peptide cleavage; 370,000 tested, 0.83% active;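 active = inhibition above the mean of compounds lying between control limits plus 3 SD, set per campaign, cut at about 8.5% in these data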;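 note: 0% = DMSO-only wells as the low control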
PLCg1 inh: blocks human PLC-gamma1 enzyme activity | 370,000 tested, 0.84% active | purified PLC-gamma1, fluorogenic substrate, fluorescence | inhibition, % at 12.2 µM; in the data active = inhibition above about 9.5%
DDE Tn6 FP inh: disrupts Tn6 cyclic peptide binding to fibrin D-Dimer-E complex. P02675. Fibrin DD(E) TRITC-Tn6 fluorescence polarization displacement. inhibition, % at 8.3 µM. 370,000 tested, 0.21% active;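 active = inhibition above a per-campaign cutoff: mean of compounds within control limits plus 3 SD, cut at about 15% in these data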;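 note: 0% = median of all compound wells on the plate and 100% = blocking peptide control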
UHRF1 binding: human UHRF1 methylated DNA binding inhibitors. UHRF1 binding to methylated oligo, TR-FRET. Q96T88. 370,000 tested, 0.75% active. inhibition, % at 4.4 µM; in the data active = inhibition above about 21%;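 note: UHRF1 SRA domain binding a hemimethylated CpG hairpin DNA probe; 0% = median of test compound wells and 100% = reference inhibitor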
ARFGAP1 inhibitor: inhibitors of rat ARFGAP1. Arfgap1-stimulated ARF1 GTP hydrolysis, GDP FP detection. inhibition, % at 16.5 µM. 360,000 tested, 0.26% active;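 active = inhibition above a per-plate limit, mean inhibition of low control wells plus 3 SD, cut at about 25% in these data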;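 note: 0% = DMSO wells with enzyme and 100% = wells lacking Arfgap1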
Target sequence (Q62848 1-136 limits assumed): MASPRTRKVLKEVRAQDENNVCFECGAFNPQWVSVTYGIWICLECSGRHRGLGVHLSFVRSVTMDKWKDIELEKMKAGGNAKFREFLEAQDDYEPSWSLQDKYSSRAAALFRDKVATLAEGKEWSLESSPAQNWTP
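Material – truncated rat Arfgap1 GAP domain · Buffer or medium – HEPES-based buffer, pH 7.5 · Reagent – human ARF1(Δ1-17)-GTP substrate · Dosing – 16.5 µM single point, 1.26% DMSO · Schedule – GTP hydrolysis reaction 2 h at 25 °C · Technique – GDP detection by fluorescence polarization · Benchmarks – No-Arfgap1 wells (100%) versus DMSO full-reaction wells (0%) · Repeats – single replicate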
PLC-beta3 inh: inhibitors of human phospholipase C beta3 | inhibition, % at 12.2 µM | 370,000 tested, 0.18% active | Purified PLC-beta3, fluorogenic substrate, fluorescence | Q01970; in the data active = inhibition above about 11%;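 note: 0% = median of compound wells on plate and 100% = full blocker control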
ASAP1 inh: blocks human ASAP1-stimulated Arf1 GTP hydrolysis; AID 624377; 360,000 tested, 0.19% active; inhibition, % at 16.5 µM; GDP FP detection; in the data active = inhibition above about 25%;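 note: 0% = vehicle with enzyme and substrate and 100% = no enzyme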
DDE Tn7 FP inh: inhibitors of Tn7 peptide binding to human fibrin DD(E) | inhibition, % at 8.3 µM | 370,000 tested, 0.13% active | FP displacement of FITC-Tn7 peptide from fibrin DD(E); 0% = median of compound wells per plate | P02675 | AID 720508;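 active = inhibition above the mean of compounds falling within the control limits plus 3 SD of them, cut at about 14% in these data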;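 note: 0% = plate median of compound wells and 100% = 10 µM Aha-Tn7 peptide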
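Assay system: human fibrin DD(E). Input: DD(E) 2 µM final. Medium: Tris buffer with calcium and detergent, pH 7.8. Compound dosing: single point at 8.3 µM. Timing: 10 min plus 3 h, room temperature. Technique: fluorescence polarization of the labelled Tn7 tracer. Read-out: percent inhibition. Replicates: singlicate testing.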
MBD2 DNA inh: MBD2-methylated oligo binding inhibition | TR-FRET, MBD2 binding to methylated oligonucleotide | inhibition, % at 4.4 µM | 370,000 tested, 0.31% active | AID 686964; in the data active = inhibition above about 13%
Target sequence (Q9UBB5 whole entry, looked up): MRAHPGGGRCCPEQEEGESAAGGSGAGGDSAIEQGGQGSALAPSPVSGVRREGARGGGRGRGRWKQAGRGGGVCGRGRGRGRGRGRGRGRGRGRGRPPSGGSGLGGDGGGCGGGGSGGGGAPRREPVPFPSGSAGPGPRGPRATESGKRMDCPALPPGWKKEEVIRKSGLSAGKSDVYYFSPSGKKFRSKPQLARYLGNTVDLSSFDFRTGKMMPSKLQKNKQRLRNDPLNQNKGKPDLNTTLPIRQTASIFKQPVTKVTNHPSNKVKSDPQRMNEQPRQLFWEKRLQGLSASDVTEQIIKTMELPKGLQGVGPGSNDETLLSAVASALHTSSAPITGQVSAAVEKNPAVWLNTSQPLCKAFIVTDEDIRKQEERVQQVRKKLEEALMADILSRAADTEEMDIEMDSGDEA
KLK7 zymogen act: activators of human kallikrein-7 zymogen; activation, % at 7 µM; 370,000 tested, 0.9% active; AID 652039; purified proKLK7, EDANS-DABCYL substrate fluorescence; 100% is mature enzyme control, 0% vehicle;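 active = activation above the mean of all tested compounds plus 3 SD, computed per campaign excluding outliers beyond control limits, cut at about 13% in these data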
Target sequence (P49862 whole entry, looked up): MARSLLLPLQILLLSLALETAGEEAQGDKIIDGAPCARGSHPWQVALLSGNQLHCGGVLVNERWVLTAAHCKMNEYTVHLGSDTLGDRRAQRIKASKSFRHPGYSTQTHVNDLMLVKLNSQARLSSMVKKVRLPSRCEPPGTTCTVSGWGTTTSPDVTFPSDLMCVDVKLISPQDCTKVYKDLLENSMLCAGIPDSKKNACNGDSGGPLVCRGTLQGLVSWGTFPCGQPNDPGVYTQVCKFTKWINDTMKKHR
An asterisk follows results filed as active; · = not tested or not shown; & = joins results of further samples. This is a random part of the collection; any-hit rate near 4.1%.

1) CN(C)C(=O)CSc1nnc(Cc2ccc([N+](=O)[O-])cc2)o1
2) C/C(=N/NC(=O)c1cccnc1)C1=C(O)CC(C)(C)CC1=O
3) O=C(NCc1ccco1)O[C@H]1CC[C@@]23CCCN2C(=O)CCC[C@H]3C1
4) CCOc1ccc2nc(S(=O)(=O)NC(=O)C3(C)CCN3C(=O)c3cccc(F)c3)sc2c1 (configuration not stated)
5) c1ccc(-c2ccccc2OCCCCN2CCCCCC2)cc1
6) COc1cc(CNC(=O)Nc2nc(C(N)Cc3ccc(C(F)(F)F)cc3)cs2)cc(OC)c1OC (configuration not stated)
7) CN(C)c1ncnc2c1ncn2[C@H]1CN(C2CCCC2)C[C@@H](CO)O1
8) Cc1cc(C)cc(N(CC(=O)NC2CCC(C)CC2)S(=O)(=O)c2ccccc2)c1 (configuration not stated)

Assay by compound	1	2	3	4	5	6	7	8
ADAM17 inh	0	-4	-5	-2	0	4	-5	1
PLCg1 inh	2	-6	-1	-1	1	5	-1	-1
DDE Tn6 FP inh	4	-3	0	5	3	1	6	0
UHRF1 binding	-3	-2	1	16	1	-3	-2	2
ARFGAP1 inhibitor	-2	8	·	5	5	1	5	·
PLC-beta3 inh	-2	1	-1	-2	5	3	-3	-4
ASAP1 inh	-5	8	·	-5	-15	-5	1	·
DDE Tn7 FP inh	-4	6	1	6	5	-5	8	-3
MBD2 DNA inh	-1	-6	1	4	-1	-4	-5	1
KLK7 zymogen act	0.1	-0.4	·	0.0	-0.4	0.0	0.5	-0.1

9) CCn1cc(C(=O)N[C@H](C(=O)O)C(C)C)c(=O)c2cc3c(cc21)OCO3
10) Cc1ccc(S(=O)(=O)CCC(=O)Nc2sccc2C#N)cc1
11) CS(=O)(=O)NCc1ccc(C(=O)O)cc1
12) O=C(CN1C(=O)c2ccccc2S1(=O)=O)Nc1ccccc1C(=O)NCc1ccco1
13) C[N+]1(CC(=O)Nc2ccccc2Cl)CCN(C(=O)c2cccs2)CC1
14) O=C(COc1coc(CN2CCN(c3ccccc3)CC2)cc1=O)NCC1CCCO1 (configuration not stated)
15) CCN(CC(=O)Nc1sc2c(c1C#N)CCC(C)C2)Cc1nc2ccccc2c(=O)[nH]1 (configuration not stated)
16) CN(C)c1ccc2nc3c(=O)[nH]c(=O)nc-3n(CC(O)C(O)C(O)CO)c2c1 (configuration not stated)

Assay by compound	9	10	11	12	13	14	15	16
ADAM17 inh	-31	-1	0	1	-3	-4	0	1
PLCg1 inh	-33	-4	2	4	0	1	-1	-7
DDE Tn6 FP inh	-3	1	-2	4	4	2	3	73*
UHRF1 binding	1	-2	1	-2	-2	-3	2	-34
ARFGAP1 inhibitor	-9	10	1	6	13	11	-8	-12
PLC-beta3 inh	-45	-6	0	3	0	3	-8	-19
ASAP1 inh	-2	7	-9	1	6	-14	3	5
DDE Tn7 FP inh	9	0	-6	1	-2	2	-11	0
MBD2 DNA inh	3	1	-2	-2	-4	-5	2	-24
KLK7 zymogen act	1.0	-0.6	-0.1	0.1	0.2	-0.1	-0.1	0.0

17) Cc1cccc(NC(=O)[C@@H]2CCCN2S(=O)(=O)c2ccc(Cl)cc2)c1
18) O=C(Cc1ccccc1)Nc1cccc(C(=O)O)c1O
19) O=C(NCc1ccccc1)N1CCNCC1
20) CN(Cc1ccccc1)C(=O)CSc1nc2ccccc2[nH]1
21) COc1cc2ccccc2cc1C(=O)N1CCc2ccccc21
22) c1ccc(NC2=NCCN2CC2CCCC2)cc1
23) O=C1NC(Cc2ccc(O)cc2)c2nc3ccc(F)cc3c(=O)n2-c2ncccc21 (configuration not stated)
24) C=CCn1c(SCc2nc3c(c(=O)[nH]c(=O)n3CCCC)n2CCC)nnc1-c1ccccc1

Assay by compound	17	18	19	20	21	22	23	24
ADAM17 inh	2	-37	-7	-1	-14	-2	4	-1
PLCg1 inh	7	-32	0	-3	-10	-2	2	0
DDE Tn6 FP inh	-1	-2	-5	-3	-13	4	-7	4
UHRF1 binding	1	-1	2	-2	4	15	-2	-2
ARFGAP1 inhibitor	7	8	16	-1	6	11	-4	1
PLC-beta3 inh	2	-36	-2	-7	-15	0	1	3
ASAP1 inh	3	6	-1	-6	1	-19	11	-5
DDE Tn7 FP inh	-6	4	-3	-5	-4	7	-9	-2
MBD2 DNA inh	0	-6	5	0	8	5	-5	-5
KLK7 zymogen act	0.2	0.2	-0.3	-0.5	0.3	1.0	0.2	0.0

25) O=C(NC1CC1)C1CCN(S(=O)(=O)c2ccc(Cl)cc2)CC1
26) Cc1nc2cccnc2nc1C
27) Cc1ccc(N(Cc2cc3cc(C)ccc3[nH]c2=O)C(=O)c2cccs2)cc1
28) O=C(NCc1cccs1)C(=O)c1cn(CC(=O)N2CCOCC2)c2ccccc12
29) O=C(/C=C/c1ccccc1)c1c[nH]c2ccccc12
30) COc1cccc(NC(=O)C(=O)N/N=C/c2cc(C)n(-c3ccc(Cl)c(Cl)c3)c2C)c1
31) CCCCN(CCCC)Cc1cc(=O)oc2cc(C)c(Cl)cc12
32) CCc1ccc2c(CC(=O)Nc3nnc(C4CC4)s3)coc2c1

Assay by compound	25	26	27	28	29	30	31	32
ADAM17 inh	-5	-5	3	3	-4	0	-8	-6
PLCg1 inh	0	-2	0	1	-4	-31	-9	-15
DDE Tn6 FP inh	2	-4	8	-5	3	5	6	-5
UHRF1 binding	1	1	-2	0	-1	-2	2	1
ARFGAP1 inhibitor	15	7	5	-3	3	5	4	6
PLC-beta3 inh	-5	-6	5	1	-14	-32	-14	-18
ASAP1 inh	11	-18	0	3	-8	-8	-10	8
DDE Tn7 FP inh	2	-2	5	3	6	-4	2	3
MBD2 DNA inh	4	-1	-7	0	1	1	4	2
KLK7 zymogen act	0.2	-0.2	-0.2	-0.9	0.2	-8.8	0.1	-0.3

33) C=C(C)COc1ccc(-c2[nH]ncc2-c2ccc(OC)cc2)c(O)c1
34) O=C(N[C@@H](Cc1c[nH]c2ccccc12)C(=O)NC1CC1)c1ccccc1Cl
35) COc1ccc(/C=N/Nc2nc(-c3cccnc3)nc3ccccc23)c(OC)c1
36) CCCCOc1cccc(-c2nnc(NC(=O)CSc3ccc(C)cc3)s2)c1
37) COc1ccc(C(=O)NC2CCCN(Cc3ccccc3F)C2)c(OC)c1OC (configuration not stated)
38) Cc1noc(C)c1COC(=O)CCC(=O)c1ccc(F)cc1
39) COC(=O)C1CCCN1C(C(=O)NC1CCCCC1)c1ccc(Cl)cc1 (configuration not stated)
40) COc1ccc(NC(=O)NCCN2C(=O)C3C4C=CC(C4)C3C2=O)cc1 (configuration not stated)

Assay by compound	33	34	35	36	37	38	39	40
ADAM17 inh	6	3	-11	-1	-8	4	-1	0
PLCg1 inh	5	0	-146	4	6	7	1	2
DDE Tn6 FP inh	-10	0	3	-3	-8	4	4	1
UHRF1 binding	0	2	2	8	5	-1	-3	-1
ARFGAP1 inhibitor	26*	-2	3	-2	11	7	-2	4
PLC-beta3 inh	5	3	-198	3	-10	0	5	3
ASAP1 inh	-3	0	15	-5	-6	4	5	2
DDE Tn7 FP inh	-1	-3	-2	-7	-1	-4	3	-1
MBD2 DNA inh	-3	0	-7	4	2	0	1	-2
KLK7 zymogen act	-0.5	-0.3	-4.2	1.0	0.2	0.6	-0.3	-0.2

41) Cc1ccccc1CC1(CO)CCCN(Cc2nc(-c3cccs3)oc2C)C1 (configuration not stated)
42) O=C(NCC(c1cccnc1)N1CCOCC1)c1ccc2c(c1)OCO2 (configuration not stated)
43) O=C(OC(C(=O)NC1CCCCC1)c1ccccc1F)c1ccco1 (configuration not stated)
44) Cc1ccc(Cl)c(Nc2ccccc2C(=O)O)c1Cl
45) COC(=O)[C@]1(Cc2ccccc2)N[C@H](c2ccc(-c3cc(C(C)=O)cs3)cc2)[C@@H]2C(=O)N(C)C(=O)[C@@H]21
46) O=C(OC12CCCN(C1)/C(=C/c1ccccc1)C2)c1ccco1 (configuration not stated)
47) CC1(C)N=C(SCC(=O)Nc2ccc(Cl)cc2Cl)C(c2ccccc2)=N1
48) CC(C)(C)NC(=O)COC(=O)c1cc(F)c(F)cc1Cl

Assay by compound	41	42	43	44	45	46	47	48
ADAM17 inh	-4	0	-1	-2&0	-16	6	0	-2
PLCg1 inh	-2	4	1	-43&-39	-3	6	0	1
DDE Tn6 FP inh	-18	-1	-1	10&-4	-8	-4	3	7
UHRF1 binding	5	-1	-1	2&-3	3	3	-3	-1
ARFGAP1 inhibitor	20	-12	6	-8&1	-5	·	-4	7
PLC-beta3 inh	-2	1	-7	-60&-52	-6	5	0	1
ASAP1 inh	9	0	-8	-13&-6	4	·	2	-1
DDE Tn7 FP inh	-6	-6	4	7&4	4	-6	3	-2
MBD2 DNA inh	0	-1	2	-3&-1	9	0	0	-5
KLK7 zymogen act	-0.7	0.2	-0.7	0.3&0.8	-0.2	0.1	-0.8	-0.3
